# sgs1 mgt1: NCI yeast anticancer drug screen, S. cerevisiae sgs1 mgt1 strain | 78,000 compounds, 10% hits | AID 161 | % growth inhibition at 50 µM;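 note: 0% = growth of vehicle-only cultures of the same strain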
#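 Percent growth inhibition was derived by comparing compound-exposed mutant yeast with vehicle-exposed cultures. The strain carries alterations in DNA damage repair.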
# rad50: NCI yeast anticancer drug screen, S. cerevisiae rad50 strain. % growth inhibition at 50 µM. 79,000 compounds, 10% hits. AID 155;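 note: 0% = growth of vehicle-only cultures of the same strain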
#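 Growth of the mutant yeast was measured after compound exposure and referenced to vehicle-treated cultures.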
# mlh1 rad18: NCI yeast anticancer drug screen, S. cerevisiae mlh1 rad18 strain; growth inhibition, % at 50 µM; 79,000 compounds, 11% hits;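 note: 0% = growth of vehicle-only cultures of the same strain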
#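 Read-out is yeast growth inhibition, calculated against vehicle-only controls. The compound was applied to a strain engineered with DNA damage repair alterations.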
# mec2-1: NCI yeast anticancer drug screen, S. cerevisiae mec2-1 strain; % growth inhibition at 50 µM; 79,000 compounds, 9% hits;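 note: 0% = growth of vehicle-only cultures of the same strain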
#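 Cells of the genetically defined mec2-1 yeast strain are incubated with test compound. Inhibition of growth is calculated against vehicle-treated controls.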
# cln2 rad14: NCI yeast anticancer drug screen, S. cerevisiae cln2 rad14 strain. % growth inhibition at 50 µM. 78,000 compounds, 8.3% hits. AID 165;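 note: 0% = growth of vehicle-only cultures of the same strain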
#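 Compounds are applied to the cln2 rad14 yeast strain, and growth is then compared with that of vehicle-treated cultures to give inhibition.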
# bub3: NCI yeast anticancer drug screen, S. cerevisiae bub3 mutant strain; % growth inhibition at 50 µM; 78,000 compounds, 9.9% hits; AID 167;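 note: 0% = growth of vehicle-only cultures of the same strain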
#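 Growth of a checkpoint-deficient yeast mutant is measured after compound exposure. Values represent inhibition relative to vehicle.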
# The depositor's hits bear a star; nt = no result given; & = joins results of further samples; ! = a repeat was not active. Cut-off read from the data, not from the text of the source: active = growth inhibition above about 70%; inactive = the rest.
# Start of the data: the first six compounds (preview)
# The line under a structure holds: bub3, mec2-1, rad50, sgs1 mgt1, cln2 rad14, mlh1 rad18
Cc1ccccc1-c1nnc(-c2cccc3ccccc23)o1
 : 15, 0, 14, 25, 17, 10
O=C(CN1CCC(O)(c2ccccc2)CC1)N1CCN(/C=C/c2ccccc2)CC1
 : 0, 0, -4, -4, -11, 11
Nc1ccc(N=Nc2ccccc2)cc1F
 : 4, -8, 2, 8, 1, 17
Oc1ccccc1C1CCCC1
 : 0, -10, 6, -5, 4, -2
OCCSC1(SCCO)c2ccccc2-c2ccccc21
 : 4, -17, -1, -2, 2, 4
NCCCN1CCOCC1
 : -5, -9, 9, -2, -13, -16

# The listing, repeating the preview:
# The line under a structure holds: bub3, mec2-1, rad50, sgs1 mgt1, cln2 rad14, mlh1 rad18
Cc1ccccc1-c1nnc(-c2cccc3ccccc23)o1
 : 15, 0, 14, 25, 17, 10
O=C(CN1CCC(O)(c2ccccc2)CC1)N1CCN(/C=C/c2ccccc2)CC1
 : 0, 0, -4, -4, -11, 11
Nc1ccc(N=Nc2ccccc2)cc1F
 : 4, -8, 2, 8, 1, 17
Oc1ccccc1C1CCCC1
 : 0, -10, 6, -5, 4, -2
OCCSC1(SCCO)c2ccccc2-c2ccccc21
 : 4, -17, -1, -2, 2, 4
NCCCN1CCOCC1
 : -5, -9, 9, -2, -13, -16
CC(=O)NC(CC(=O)Nc1ccccc1)C(=O)O (stereo not given)
 : 9, 24, 28, 27, 19, 2
CNC(=O)CN(CC(=O)NC)C(=O)NC
 : -2, 7, 10, -18, -4, 2
C1=Nc2ccccc2/C1=C/c1c[nH]c2ccccc12
 : 1, -10, 11, 5, 18, 18
O=c1[nH]c(=O)n(C2CC(O)C(CS)O2)cc1F (stereo not given)
 : -18, 42, 26, 51, 30, -11
O=C1NC2C1C1c3ccccc3C2C12CC2 (stereo not given)
 : 13, -8, -11, -14, -12, -2
COC1=CC(=O)c2c(O)c3c(c(O)c2C1=O)OC1(Oc2c(cc4cc(C)oc(=O)c4c2O)CC1O)C3O (stereo not given)
 : 91*, 92*, 91*, 93*, 91*, 91*
OCc1cc2ccccc2c2ccccc12
 : 7, -8, 1, -7, -26, 6
Nc1nnc(-c2ccc(Nc3nc4ccccc4[nH]3)c([N+](=O)[O-])c2)s1
 : 3, 1, 7, 28, 15, 14
O=C(O)C(Nc1ccc(Oc2ccc(NC(C(=O)O)c3ccccc3)cc2)cc1)c1ccccc1 (stereo not given)
 : 7, 9, -8, 18, 8, 2
O=C(CO)CC(=O)CCC(=O)Nc1cccc([N+](=O)[O-])c1
 : -12, 22, -5, 0, 43, -4
NC(N)=NCCCNCCCN=C(N)N
 : 1, -8, -5, 11, -8, -28
c1ccc(CC[n+]2csc3ccccc32)cc1
 : 64, 51, 57, 36, 32, 55
COc1ccc(-n2c(C)nc3c(cnn3C)c2=O)cc1
 : 3, 0, 3, 4, -1, 0
COCc1c(C(=O)NCCO)[n+](=O)c2ccccc2n1[O-]
 : -24, -11, -4, -13, -52, -13
NCC1OC(n2cnc3c(=O)[nH]c(N)nc32)C(O)C1O (stereo not given)
 : -37, -11, -3, -19, -9, -7
CC1C(c2ccc3c(c2)OCO3)c2cc3c(cc2OC1N1CCCCC1)OCO3 (stereo not given)
 : 17, -3, 25, -3, 15, 32
CCOC(=O)Nc1ccc(Cl)cc1Cl
 : -9, -8, -16, -5, -17, 1
Nc1ccccc1/C=C(\C(=O)O)c1ccc(C(F)(F)F)cc1
 : 53, 17, 40, 20, 25, 23
CCCCCCCCCC[N+](C)(C)CCC[N+](C)(C)CCCCCCCCCC
 : 63, 91*, 89*, 88*, 78*, 62
Cc1nc(N)nc(N)c1-c1ccc(Cl)c(Cl)c1
 : -14, 3, -2, 0, -41, -22
O=C1NC2(CCCCC2)C(=O)N1CCN1C(=O)NC2(CCCCC2)C1=O
 : -14, 4, 7, -2, 9, -10
C/C(=N\N)c1ccc(Cl)cc1O
 : 4, -34, 7, 7, 4, 16
NC(CCOCCP(=O)(O)CCOCCC(N)C(=O)O)C(=O)O (stereo not given)
 : -9, -21, -42, -27, -4, -9
N#Cc1sc2c(c1OC(=O)c1ccccc1)c(=O)n(-c1ccccc1)c(=S)n2-c1ccccc1
 : -6, 11, -3, 3, -12, 18
CCC1C(=O)OCc2c1cc1n(c2=O)CCC12OCCO2 (stereo not given)
 : -24, -15, 0, -37, -18, -16
O=C(O)CS(=O)(=O)Cc1ccc(Cl)cc1Cl
 : 25, 20, 16, 24, 13, 19
Cn1cnc2c3cccnc3ccc21
 : -8, 5, -8, -7, 1, 6
Cc1c(O)c(=O)ccn1CCCl
 : -6, -4, -8, 8, 2, -3
O=C1c2cc([N+](=O)[O-])ccc2-c2c(F)cccc21
 : 10, 8, 6, -1, -32, 4
C/C(=N\S(=O)(=O)c1ccc(Br)cc1)OCC(C)C
 : -2, 3, 3, 6, -51, -3
CC(C)=C1CCC(CN2CCCC2)C1=O (stereo not given)
 : 6, 13, 20, 17, 19, 24
OCc1c(-c2ccccc2)oc(-c2ccccc2)c1CN1CCOCC1
 : 12, -1, 12, 7, -12, 9
N#CCc1nc(-c2cc3ccc(O)cc3oc2=O)cs1
 : -12, 8, 19, -26, 3, -41
Cc1cc([N+](=O)[O-])ccc1NS(=O)(=O)c1ccccc1
 : 18, 40, 25, 43, 16, 37
Cc1ccc(C2=C(c3ccccc3)C(O)(c3ccc(C)cc3)C(c3ccccc3)=C2c2ccc(C)cc2)cc1
 : -6, -18, -14, -16, -11, -6
O=C(/C=C/c1ccccc1)Oc1ccccc1
 : 24, 6, 3, 2, -20, -5
COc1ccc2c3c(c(=O)n(C)c2c1OC)C=CC(C)(C)O3
 : 34, -16, 10, 41, 12, -13
Cc1ccc(NC(=O)Oc2ccccn2)cc1
 : 0, -30, -10, -8, -4, -6
C/C(O)=C(/C=N/C(N)=S)C(N)=O
 : 10, 14, -3, 7, 22, 16
Cc1ccc(CO)c(N)c1
 : 7, -11, -7, -5, -9, 1
c1ccc(-c2nc3ccccc3nc2SCc2cccnc2)cc1
 : -31, -18, 14, -20, -18, -10
CCOC(O)C(F)(F)C(F)(F)C(F)(F)F (stereo not given)
 : -8, -32, 9, 4, 21, 20
O=C(Nc1nn[nH]n1)C(F)(F)F
 : 2, 4, -1, 4, 8, -5
O=C1CC(=O)N2C=CC=CC2N1 (stereo not given)
 : -17, -22, -15, -23, -5, -14
CN(C)CC1CCCC(CN2CCCCC2)C1=O (stereo not given)
 : -10&-12, 10&-38, -8&-13, 8&-34, -39&5, 9&-6
O=C(CC(c1ccccc1)C1CCCN(c2ccccc2)S1(=O)=O)c1ccccc1 (stereo not given)
 : -3, 1, 27, 11, 17, 23
CN1CCC23C(=O)CC4C(=CCOC5CC(=O)N(c6ccccc62)C3C54)C1 (stereo not given)
 : nt, -3, -5, nt, nt, -4
COc1ccc(/C=C/C(=O)N[C@@H]2C(=O)N3[C@@H]2SC(C)(C)[C@@H]3C(=O)O)cc1
 : -15, -27, -15, -15, 6, -11
NC(=O)C(O)C(O)CO (stereo not given)
 : -9, -9, -9, -15, 7, -5
CC(=O)OCC1OC(n2c(-c3ccc(C)cc3)cc(-c3ccco3)c(C#N)c2=O)C(OC(C)=O)C(OC(C)=O)C1OC(C)=O (stereo not given)
 : -4&27, -6&11, -6&11, 5&21, -17&14, 10&14
CC(C)(C)n1c(=O)n(-c2ccccc2)n(C(C)(C)C)c1=O
 : -28, -12, 45, -28, 3, -11
Nc1ccccc1SC(CC(=O)c1ccccc1)c1ccccc1 (stereo not given)
 : 33, 0, 21, 15, 16, 21
CN(C)C(=S)N(C)C
 : -23, -33, -37, -17, 0, -24
Cc1cc(C(=O)c2ccccc2)ccc1N=[N+]([O-])c1ccc(C(=O)c2ccccc2)cc1C
 : -3, -14, 1, -2, -12, 12

# Next part:
# The line under a structure holds: bub3, mec2-1, rad50, sgs1 mgt1, cln2 rad14, mlh1 rad18
O=S(=O)(Nc1nc2ccccc2nc1N1CCCCCC1)c1ccccc1
 : 8, -8, -7, 20, 5, -24
Cn1c(=O)c2[nH]c(CSCc3ccccc3)nc2n(C)c1=O
 : -46, -17, -18, -26, -1, -21
Cc1ccc(S(=O)(O)=S)cc1
 : 6, -8, 9, -8, -5, 7
CCCCCCC(O)CCCCCCCCCCCO (stereo not given)
 : 10, -15, 41, 1, -43, 16
O=C1C(NS(=O)(=O)c2ccccc2)=C(n2cnc3ccccc32)C(=O)c2ccccc21
 : 2, 4, 1, 12, -2, -59
CO[C@H]1C[C@H]2CC[C@@]1(C)C2(C)C
 : 0, 13, 9, 4, -19, -6
CCN1CC(O)c2cc(N=NC(N)=O)c(O)cc21 (stereo not given)
 : 4, 15, -3, 3, -9, 23
COC(=O)C1OC(SCCN)C(O)C(O)C1O (stereo not given)
 : -26, -26, -4, -19, 12, -31
CCOC(=O)c1cnc(NCC(C)(C)C)[nH]c1=O
 : -2, -38, 0, -15, 21, -5
CCC(CCCCCc1ccccc1)(C(=O)O)C(=O)O
 : -5, 11, -1, 22, -55, -3
CC1=NN(C(=O)CC(=O)NC(=O)CC(=O)Nc2ccccc2F)C(=O)C1N=Nc1ccc([N+](=O)[O-])cc1 (stereo not given)
 : 12, 23, 20, 30, 16, 8
Nc1nc(NCCCc2ccccc2)c(N)c(=O)[nH]1
 : 32, 17, 5, 7, -3, 8
O=C(Nc1ccc(Cl)c(Cl)c1)C(=O)C(C(=O)c1ccccc1-c1ccccc1)C1OC(=O)c2ccccc21 (stereo not given)
 : 5, 0, 20, 6, -50, -9
COc1ccc([N+](=O)[O-])cc1NC(=O)Nc1ccc(I)cc1
 : 4, -9, -7, 10, -41, 9
CCOC(=O)C(OCC1CC=CCC1)Sc1ccccc1 (stereo not given)
 : -10, -25, 11, -5, -19, -14
O=C(COc1ccc(Cl)cc1C(=O)O)NCc1ccc(Cl)cc1
 : 25, 15, 3, -2, -5, 5
O=C(c1ccccc1)c1cc(Cl)ccc1NCC(O)COc1ccc(Cl)cc1 (stereo not given)
 : 0, 7, -13, -33, -13, -10
Cc1cc(C)c(C)c(C(=O)CCC(=O)O)c1C
 : 33, -11, 36, 8, 30, 13
CCOc1ccc2nc(C)sc2c1
 : -15, -3, -1, 4, -17, -5
CC[C@]12CN3CCc4c([nH]c5ccccc45)[C@@](C(=O)OC)(c4cc5c(cc4OC)N(C)[C@H]4[C@@](O)(C(=O)OC)[C@H](OC(C)=O)[C@]6(CC)C=CCN7CC[C@]54[C@@H]76)CC(C3)[C@H]1O2 (stereo not given in full)
 : 6&1, 1&-26, 4&-11, -1&-27, -2&5, -26&-36
CC(C)(O)C(Cc1ccccc1)c1ccccc1 (stereo not given)
 : -24, 8, 1, -16, -2, 1
Cc1ccc2c(c1)C(=O)c1cc(C)cc(C(=O)O)c1-2
 : 2, -5, -23, 4, -40, -17
O=NC1c2cccc3cccc(c23)C1N=O (stereo not given)
 : 89*, 94*, 97*, 97*, 80*, 97*
c1ccc(CSC(SCc2ccccc2)(c2ccccc2)c2ccccc2)cc1
 : 75*!, 64&6, 72*!, 77*!, 65&18, 81*!
CCOC(=O)C(C)(C)C(=O)Nc1ccccc1
 : 4, -8, 5, -4, 25, 6
Cc1ccc(CS(=O)(=O)c2ccc(C)cc2)cc1
 : -23, 0, -3, -4, -37, -2
O=C(CCCCCCCCC(=O)OC(CCC1CCCO1)CCC1CCCO1)OC(CCC1CCCO1)CCC1CCCO1 (stereo not given)
 : 0, -22, 23, -1, 8, 26
C/C(=N\O)c1ccc(OCc2cc(C(F)(F)F)cc(C(F)(F)F)c2)cc1
 : -2, -26, -10, -7, -2, 8
O=[N+]([O-])c1nc(-[n+]2ccccc2)[n-]c1Br
 : 4, -1, 5, -2, -50, 9
Nc1nc(-c2ccccc2)[nH]c(=O)n1
 : -22, 0, -3, -37, -63, -33
Cc1cccc(C)c1Nc1nc(Cl)nc2ncn(C)c12
 : 9, -18, 3, 3, -18, -18
C/C=C/COc1cc(NC(=S)c2ccoc2C)ccc1OC
 : 3, -8, -7, 18, -5, -43
Cc1cc2[nH]c3c(C#N)c(O)c(Cc4ccccc4)c(=O)n3c2cc1C
 : 12, -6, 9, -2, -4, 6
COc1ccc2ccc3ccc(OC)nc3c2n1
 : 30, 40, 40, 36, -7, 16
Clc1ccc(C2=CCCc3ccccc32)cc1
 : 88*, 96*, 91*, 96*, 96*, 96*
CCCc1ncc(C[n+]2ccccc2C)c(N)n1
 : 11, -15, 12, 23, 25, 8
COc1ccc(NC2Oc3cc4c(cc3C(c3cc(OC)c(O)c(OC)c3)C2C)OCO4)cc1 (stereo not given)
 : 7, 0, 5, -6, 3, 5
N#Cc1c(Cl)cccc1N1CCSCC1
 : -1, -21, 2, 15, 18, 0
COC(=O)C1CCC(=O)N1C(c1ccc(OC)cc1)c1cc(OC)c(OC)c(OC)c1 (stereo not given)
 : -9, 9, -34, 2, -7, -10
CP1(=O)CC(=O)CCCCC(=O)C1
 : 43, -2, 2, -1, -26, 20
O=[N+]([O-])c1ccc(S(=O)(=O)SC(F)(F)F)cc1
 : -3, 4, 15, -1, -47, 11
